# High-throughput results: PubChem, National Center for Advancing Translational Sciences (NCATS)
# TGFb SMAD3 inh – inhibitors of TGF-b signaling; Potency, µM (doses to about 46.1 µM), without a hit: top-dose activity, negative = inhibition, usual class: inhibitors; 410,000 tested, 1.2% active; HepG2 CAGA-GFP TGF-b/SMAD3 reporter, GFP fluorescence, 18 h; TGF-beta stimulated, 500 pg/mL final; also: potency is read from the fitted curve at half-maximal effect; % is scaled to controls: 0 for no effect and ±100 for the full control effect; nearly all actives have a fitted effect of over 65% in size
#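 HEPG2 CAGA-GFP, 1000 cells/well; 2 h settle, 37 C; cpd via pin tool; TGF-b 500 pg/mL final; 18 h, 37 C; GFP imaging ex488/em500-530; %Activity normalised to -TGF-b and +DMSO controls; CRC fit, curve class.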
# S2 tox – cell viability loss in ATXN counter-screen. AID 651635. S2 cells (HEK-293 line with an ATXN2-luciferase reporter) viability, CellTiter-Fluor protease fluorescence, 24 h. 400,000 tested, 0.49% active. Potency, µM (top dose mostly 56.7 µM), most hits filed as cytotoxic; also: potency is read from the fitted curve at half-maximal effect; nearly all actives have a fitted effect of over 40% in size
# EPAC2 agonist – agonists of human EPAC2 (RAPGEF4) | Q8WZA2 | EPAC2 activation, biochemical qHTS; response scale: 100% = 6.5 mM cAMP response | Potency, µM (highest dose often 154 µM), without a hit: top-dose activation, most hits filed as activators | 360,000 tested, 0.079% active | AID 720711; also: potency is read from the fitted curve at half-maximal effect; nearly all actives have a fitted effect of over 50% in size
# Target sequence (Q8WZA2 whole entry, looked up): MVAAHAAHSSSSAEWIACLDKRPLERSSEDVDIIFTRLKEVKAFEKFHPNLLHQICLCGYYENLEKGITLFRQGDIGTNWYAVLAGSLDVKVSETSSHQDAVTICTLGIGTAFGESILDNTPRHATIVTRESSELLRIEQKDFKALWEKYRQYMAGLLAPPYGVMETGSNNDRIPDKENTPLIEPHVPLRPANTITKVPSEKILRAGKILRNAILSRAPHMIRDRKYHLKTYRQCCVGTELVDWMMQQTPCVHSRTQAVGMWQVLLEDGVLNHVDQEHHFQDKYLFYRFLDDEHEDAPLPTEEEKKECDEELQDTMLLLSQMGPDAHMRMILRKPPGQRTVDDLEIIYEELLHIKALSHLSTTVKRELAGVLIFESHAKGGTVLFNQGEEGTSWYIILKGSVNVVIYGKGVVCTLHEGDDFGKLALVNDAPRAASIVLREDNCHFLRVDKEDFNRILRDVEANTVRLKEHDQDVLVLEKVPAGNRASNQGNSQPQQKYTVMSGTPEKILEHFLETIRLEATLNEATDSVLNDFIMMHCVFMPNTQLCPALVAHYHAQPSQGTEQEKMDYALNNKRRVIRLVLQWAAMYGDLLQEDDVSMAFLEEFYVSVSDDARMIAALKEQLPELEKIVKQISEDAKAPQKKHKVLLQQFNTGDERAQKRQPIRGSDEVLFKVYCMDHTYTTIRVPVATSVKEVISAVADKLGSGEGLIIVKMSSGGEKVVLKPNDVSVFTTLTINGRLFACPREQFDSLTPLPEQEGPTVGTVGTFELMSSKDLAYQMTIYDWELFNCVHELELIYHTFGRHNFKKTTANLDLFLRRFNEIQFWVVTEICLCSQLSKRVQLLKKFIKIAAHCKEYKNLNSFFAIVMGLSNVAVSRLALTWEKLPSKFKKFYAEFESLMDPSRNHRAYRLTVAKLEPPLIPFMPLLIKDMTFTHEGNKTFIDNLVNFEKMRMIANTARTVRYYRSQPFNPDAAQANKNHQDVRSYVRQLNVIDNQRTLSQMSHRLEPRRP
#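 Each well held 100 nM EPAC2, 250 nM RAP1B-BODIPY-GDP and 50 uM GDP. Fluorescence, read at 5-min intervals to 30 min, was referenced to a 6.5 mM cAMP positive control.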
# HepG2 viability – kills HepG2 cells in TGF-b inhibitor counter-screen; HepG2 CAGA-GFP viability, ATP luminescence, 18 h; Potency, µM (highest dose often 46.1 µM), inactives show at the highest dose activity change, negative = cytotoxicity, hits mostly cytotoxic; 410,000 tested, 0.76% active; AID 588856; also: potency is read from the fitted curve at half-maximal effect; some results filed as inactive show a strong effect at the top dose
#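 HepG2 CAGA-GFP cells (1000/well, DMEM with 1% FBS) received compound, then TGF-beta at 500 pg/mL final, and were incubated 18 hours at 37 degrees C. Viability was read by CellTiter-Glo luminescence. Media-only wells were set as complete cell-killing and DMSO as no toxicity.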
# ATXN2 expr inh – reduces ATXN2 reporter expression in HEK-293 cells; HEK-293 ATXN2-luciferase reporter, luminescence, 24 h; Potency, µM (series often up to 57 µM), without a hit: at the highest dose activity change, negative = inhibition, actives largely listed as inhibitors; 360,000 tested, 0.72% active; AID 1745845; also: potency is read from the fitted curve at half-maximal effect; % is scaled to controls: 0 for no effect and ±100 for the full control effect; nearly all actives have a fitted effect of over 55% in size
#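 ATXN2-luciferase reporter cells (luciferase flanked by upstream and downstream ATXN2 gene portions) were treated 24 h at 37 °C with compounds at up to 57 uM. SteadyGlo luminescence gave expression; GF-AFC fluorescence gave viability.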
# Nrf2 block – inhibitors of Nrf2 signaling; A549 ARE-Fluc reporter, luciferase luminescence, 18-24 h; Potency, µM (top dose mostly 46 µM), for inactives: at the highest dose activity change, negative = inhibition, actives largely listed as inhibitors; 360,000 tested, 2.1% active; AID 504444; also: potency is read from the fitted curve at half-maximal effect; % is scaled to controls: 0 for no effect and ±100 for the full control effect; nearly all actives have a fitted effect of over 60% in size
#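 Quantitative HTS in A549 cells stably bearing an antioxidant response element-firefly luciferase construct. Inhibition of Nrf2-driven transcription was scored by luminescence after 18-24 h of compound exposure at 37 °C.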
# A549 viability – A549 cytotoxicity, counter-screen for Nrf2 inhibitors | A549 ARE-Fluc cells, CellTiter-Fluor viability, 18-24 h | Potency, µM (top dose mostly 46 µM), without a hit: at the top dose activity change, negative = cytotoxicity, hits mostly inhibitors | 390,000 tested, 0.16% active; also: potency is read from the fitted curve at half-maximal effect; % is scaled to controls: 0 for no effect and ±100 for the full control effect
#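 A549 ARE_Fluc cells in 5% FBS OPTI-MEM were exposed to compounds in concentration-response for 18-24 h at 37 deg C. Viability was read by CellTiter-Fluor fluorescence (Ex 405/Em 525) after 30 min, before the luciferase read.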
# Nrf2 ARE act – Nrf2 pathway activation | AREc32 ARE-luciferase reporter (MCF7-derived line), luminescence, 24 h | Potency, µM (highest dose often 46.1 µM), without a hit: top-dose activation, most hits filed as activators | 410,000 tested, 0.31% active | AID 624171; also: potency is read from the fitted curve at half-maximal effect; % of control where 0% means no effect; nearly all actives have a fitted effect of over 65% in size
#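 Nrf2 activation is followed as ARE-luciferase induction in the AREc32 line after one day of compound treatment; luminescence is read with Steady-Glo.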
# IL2 activator – activators of IL-2; 360,000 tested, 0.065% active; AID 652025; activation, % (series mostly up to about 46 µM); IL-2 activation reporter assay, cell-based qHTS; stimulated with anti-CD3/CD4/CD28 beads; in transgenic mouse T cells; in the data active = activation above about 50%; inconclusive = mostly about 30% to 49%; also: 0% is about no effect
#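 Unstimulated transgenic mouse T cells preincubated 60 min with compound, then stimulated with anti-CD3/anti-CD4-coated beads plus anti-CD28 for 18 h at 37 degrees C. IL-2 response read as EGFP and DsRed fluorescence by plate cytometry.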
# Numbers without * were called inactive; i = inactive; ? = inconclusive; nt = no result given; [ ] = remark or other dose. Unless noted, calls follow the shape of the dose curve; as a rule, active = well fitted curve in the direction sought with a large enough effect; inconclusive = small, poorly fitted or top-dose-only effect, or another doubt; inactive = no such curve, though single readings can be large; an effect the other way counts as inactive or inconclusive. The order is random. About 4.3% of those tested had a hit in this group.
SMILES,TGFb SMAD3 inh,S2 tox,EPAC2 agonist,HepG2 viability,ATXN2 expr inh,Nrf2 block,A549 viability,Nrf2 ARE act,IL2 activator
O=c1ccn(-c2cccc(C(F)(F)F)c2)nc1-c1ccn(-c2cccc(Cl)c2)n1,0%,i,-17%,-34%,-8%,?,-10%,2.4%,-0.3
Cc1cc(NC(=O)COCc2cc(-c3ccc(F)cc3)on2)ccc1Br,-1%,nt,nt,-6%,nt,30%,16%,2.5%,nt
COc1ccccc1CN1CC(C(=O)N(C)Cc2nc(C)cs2)CCC1=O (stereo not drawn),8%,i,10%,4%,17%,?,-4%,-0.3%,-0.5
CN1CCc2ccccc2C1Cc1ccccc1NC(=O)c1sc2ccccc2c1Cl (stereo not drawn),?,i,5%,-4%,nt,-25%,-6%,15%,-1.4
O=Nc1c(O)cc(O)c2ccccc12,-2%,i,9%,1%,nt,nt,nt,-0.7%,-1.2
O=C(c1ccc(F)cc1)N1CCOC(c2nc(-c3ccc(F)cc3)no2)C1 (stereo not drawn),-25%,i,11%,-47%,13%,?,1%,4.4%,-0.4
Oc1cccc2cnccc12,12%,i,1%,-5%,0%,-20%,-1%,3.7%,-1.4
CCOC(=O)N1CCN(c2c(NCCCN3CCCC(C)C3)c(=O)c2=O)CC1 (stereo not drawn),-17%,i,16%,-23%,-9%,1%,2%,-1.0%,1.3
O=C1CCc2cc(S(=O)(=O)NC(Cc3ccccc3)C(=O)N3CCN(c4ccccn4)CC3)ccc2N1 (stereo not drawn),-4%,i,7%,-1%,nt,-8%,4%,0.2%,0.1
COc1ccc2c(c1OC)C(=O)OC2N1C(=O)CC[C@H]1C(=O)Nc1ccc(F)cc1F (stereo partly drawn),-8%,i,12%,-1%,-7%,-11%,4%,-1.3%,-0.4
O=C(NCCc1ccccc1)Nc1ccc2c(c1)OCO2,-1%,?,12%,1%,nt,?,7%,4.5%,0.0
Cc1nc2ccccc2c(=O)n1NC(=O)C1CC1C (stereo not drawn),1%,i,-1%,4%,nt,26%,-4%,0.2%,1.3
CCN(CC)S(=O)(=O)c1ccc(OC)c(NC(=O)c2ccc3c(c2)OCO3)c1,10%,i,8%,-1%,-21%,6%,-2%,-0.7%,1.0
O=C1N/C(=N/N=C/c2ccccc2)SC1(c1ccccc1)c1ccccc1,0%,i,8%,-2%,-34%,-15%,-1%,-0.1%,-0.3
CC(=O)c1cccc(NC(=O)COC(=O)Cc2ccc(Cl)cc2)c1,-13%,i,2%,4%,-1%,19%,-1%,0.3%,-0.1
O=C1CCc2cc(S(=O)(=O)NC(C(=O)NCc3cccnc3)c3ccccc3)ccc2N1 (stereo not drawn),0%,i,10%,4%,3%,-8%,0%,-0.5%,-2.3
CN(C)/C=C(\C=O)c1c(Cl)cccc1Cl,6%,i,10%,-1%,nt,2%,-14%,-0.8%,-3.8
Cc1cc(C(=O)N2CCC2(C)C(=O)NCC(C)(C)C)nn1C (stereo not drawn),7%,i,4%,10%,14%,nt,nt,-0.7%,0.6
COc1ccccc1N(C)S(=O)(=O)c1ccc(C(=O)OCC(=O)N2CCCCCC2)cc1,3%,i,6%,21%,-20%,-7%,0%,-0.6%,3.1
CCn1cc(C(=O)N2CCCCC2)c(=O)c2cc(S(=O)(=O)N3CCC(C)CC3)ccc21,7%,i,-5%,-17%,10%,11%,2%,-1.0%,-0.6
Cc1c(C(=O)NCC(c2ccco2)N2CCCC2)oc2ccc(Cl)cc12 (stereo not drawn),2%,i,12%,-24%,-27%,0%,1%,13%,-2.3
CC(C)CN(C(=O)CN1CCN(c2ccccc2F)CC1)c1c(N)n(CC(C)C)c(=O)[nH]c1=O,?,i,4%,2%,-15%,1%,-4%,0.0%,-0.9
O=[N+]([O-])c1ccc2c(c1)nc1n2CCN(c2ccccc2)C1,-22%,?,8%,-1%,-1%,-3%,1%,18%,-5.0
CC(C)(C)NS(=O)(=O)c1ccc(Oc2ncc(C(F)(F)F)cc2Cl)cc1,?,i,-9%,-26%,-13%,?,-8%,2.0%,-1.8
Cc1cc[n+](Cc2ccccc2)c(N)c1,8%,i,4%,9%,6%,11%,1%,-0.6%,1.1

# Part of the list above in order of number of heavy atoms, falling:
SMILES,TGFb SMAD3 inh,S2 tox,EPAC2 agonist,HepG2 viability,ATXN2 expr inh,Nrf2 block,A549 viability,Nrf2 ARE act,IL2 activator
O=C1CCc2cc(S(=O)(=O)NC(C(=O)NCc3cccnc3)c3ccccc3)ccc2N1 (stereo not drawn),0%,i,10%,4%,3%,-8%,0%,-0.5%,-2.3
CCn1cc(C(=O)N2CCCCC2)c(=O)c2cc(S(=O)(=O)N3CCC(C)CC3)ccc21,7%,i,-5%,-17%,10%,11%,2%,-1.0%,-0.6
CC(=O)c1cccc(NC(=O)COC(=O)Cc2ccc(Cl)cc2)c1,-13%,i,2%,4%,-1%,19%,-1%,0.3%,-0.1

# (list continues)
SMILES,TGFb SMAD3 inh,S2 tox,EPAC2 agonist,HepG2 viability,ATXN2 expr inh,Nrf2 block,A549 viability,Nrf2 ARE act,IL2 activator
Cc1cc(C)n(-c2cc(C(C)(C)C)nc3c(-c4ccccc4)cnn23)n1,-28%,nt,18%,0%,135%[activator],?,1%,3.5%,-1.0
O=C(OCCOc1ccc(Br)cc1)c1ccc(Cl)nc1,-6%,i,8%,7%,nt,9%,0%,-0.6%,1.5
Cc1cc(-c2ccccc2)nc(N(C)NC(=O)c2c(F)cccc2F)c1S(C)(=O)=O,1%,i,9%,9%,2%,nt,2%,-0.4%,-0.1
CCC(NC(=O)COc1cc2c(c3oc(=O)c(C)c(C)c13)CCC(C)(C)O2)C(=O)O (stereo not drawn),12%,i,5%,6%,-18%,4%,-6%,-1.2%,-0.8
CCC1(c2ccc(F)cc2)NC(=O)N(CC(=O)Nc2ccc(C)c(S(=O)(=O)N3CCOCC3)c2)C1=O (stereo not drawn),26%,i,9%,2%,-6%,?,-3%,4.6%,0.3
O=S(=O)(c1ccc(Br)s1)N1CCCCC1,1%,i,3%,-4%,0%,4%,2%,-0.9%,-0.5
COCCCNC(=O)C1CCN(c2ncnc3c2nc2n3CCCCC2)CC1,-6%,nt,nt,-2%,nt,28%,-3%,0.1%,nt
CC(=O)c1ccc(-c2ccc(C(=O)NC3CC(C)(C)NC(C)(C)C3)o2)cc1,27%,i,-1%,-28%,4%,16%,-2%,4.0%,0.5
CC1(C)CN=C(c2ccccc2)NC1,6%,i,12%,-4%,-11%,0%,-1%,-0.6%,0.6
COCCN1C(=O)c2ccc(C(=O)NCc3ccco3)cc2C1=O,-1%,i,6%,2%,2%,-12%,3%,0.1%,-0.1
CCC(Sc1nc(-c2ccccc2)c(C#N)c(=O)[nH]1)C(=O)Nc1nnc(C)s1 (stereo not drawn),-5%,i,-1%,-14%,-1%,5%,1%,-0.2%,-0.9
CCOC(=O)c1noc(C)c1C(=O)Nc1cccc(F)c1,-1%,i,-10%,38%,-8%,1%,-1%,-0.2%,1.4
CC(=O)Nc1ccc(NS(=O)(=O)c2ccc3[nH]c(=O)[nH]c3c2)cc1,1%,i,7%,-16%,10%,4%,7%,9.0%,-1.2
CCOc1ccccc1OCCCC(=O)Nc1cccc(S(=O)(=O)N2CCOCC2)c1,0%,i,9%,0%,-7%,-21%,3%,0.0%,-0.2
OC(c1cccc(CN2CCCCC2)c1)c1ncc(-c2cccc(C(F)(F)F)c2)[nH]1 (stereo not drawn),-28%,i,9%,-37%,-10%,nt,nt,4.0%,0.1
Cc1ccc(-c2nc3ccccc3[nH]2)cc1NC(=O)c1sc2cc(Cl)ccc2c1Cl,22%,i,-4%,5%,5%,-5%,6%,0.0%,-0.8
CC(=O)c1c(C)[nH]c(C(=O)N(C)CC(=O)Nc2ccc(Cl)c(C(F)(F)F)c2)c1C,-28%,i,-10%,-12%,-17%,?,-5%,0.2%,-1.6
O=C(NNc1ccccc1[N+](=O)[O-])Nc1cccc(Cl)c1,?,i,11%,-33%,nt,-1%,-1%,6.7%,-0.5
CCOc1ccccc1N(CC(=O)N(C)Cc1ccccc1)S(=O)(=O)c1ccccc1,6%,?,-1%,-3%,-1%,?,-22%,0.0%,-4.8
COC(=O)c1ccc(Cn2nc(C)c(Br)c2C)cc1,?,i,5%,-15%,-12%,-16%,-12%,0.2%,1.3
Nc1nc(=S)[nH]c2c1C1(CCCC1)Cc1ccccc1-2,0%,i,7%,1%,-22%,?,?,-0.2%,0.3
CCC1(CC)NC(=O)N(CC(=O)OCC(=O)NC(=O)c2ccccc2)C1=O,12%,i,2%,1%,0%,?,-11%,-0.2%,-0.2
O=C(NCc1ccco1)c1cccc(S(=O)(=O)N2CCOCC2)c1,8%,i,6%,-12%,0%,nt,0%,-0.9%,1.1
O=C(O)c1cccc(N=NN2CCOCC2)c1,-9%,i,11%,-25%,5%,?,-2%,0.4%,0.5
O=C(CN1CCOCC1)N/N=C/C=C/c1ccccc1,14%,i,11%,-6%,12%,4%,1%,2.9%,0.3
COc1ccc(/C=N\NC(=O)c2sccc2C)cc1Cn1nc(C)cc1C,-3%,i,13%,-9%,54%[activator],-3%,0%,24%,0.4
S=C(Nc1ccccc1)Nc1cc(Cl)ccc1Oc1ccccc1,10%,i,12%,-17%,3%,?,-1%,-0.4%,-1.2
O=C(Nc1oc2ccccc2c(=O)c1-c1ccc2c(c1)OCO2)c1ccco1,1%,i,-1%,-5%,nt,nt,nt,8.3%,1.1
CCC(C)NC(=O)Cn1nc(C(F)(F)F)c2c1CCC2 (stereo not drawn),6%,i,-8%,4%,4%,12%,-2%,0.4%,-2.4
